ST2 inh: inhibitors of human ST2 (IL1RL1) binding to IL-33 | AlphaLISA ST2-Fc/biotin-IL-33 interaction, 1 h | inhibition, % for hits at 17 µM | hit rate 2.3% among 78,000 | Q01638 | AID 1259354; in the data active = inhibition above about 30%; inconclusive = mostly about 10% to 28%
Target sequence (Q01638 whole entry, looked up): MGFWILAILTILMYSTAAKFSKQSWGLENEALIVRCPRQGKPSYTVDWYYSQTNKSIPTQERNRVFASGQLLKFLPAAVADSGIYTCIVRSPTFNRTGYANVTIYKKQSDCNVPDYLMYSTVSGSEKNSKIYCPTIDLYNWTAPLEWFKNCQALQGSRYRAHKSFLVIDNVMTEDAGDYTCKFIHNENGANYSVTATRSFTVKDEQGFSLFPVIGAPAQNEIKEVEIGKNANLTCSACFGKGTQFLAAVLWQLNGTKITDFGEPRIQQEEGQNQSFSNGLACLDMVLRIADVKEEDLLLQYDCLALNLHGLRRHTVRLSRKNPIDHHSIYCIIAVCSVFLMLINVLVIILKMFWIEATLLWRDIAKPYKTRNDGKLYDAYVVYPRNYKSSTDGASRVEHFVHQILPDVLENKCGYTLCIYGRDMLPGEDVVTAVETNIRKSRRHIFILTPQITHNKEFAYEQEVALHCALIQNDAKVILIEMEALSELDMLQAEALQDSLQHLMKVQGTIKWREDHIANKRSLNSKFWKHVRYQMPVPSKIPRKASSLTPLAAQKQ
Numbers without * were called inactive. Some of the compounds tested (hit frequency here may not be typical).

How did COc1cccc(C(=O)Nc2cc(C)ccc2NC(=O)c2ccccc2C)c1OC do in these assays?
ST2 inh: inactive

How did COc1ccc(C2C(C(=O)OC3CCCCC3)=C(C)Nc3ncnn32)c(OC)c1OC (stereo unspecified) do in these assays?
ST2 inh: inconclusive

How did FC(F)(F)c1cc(-c2ccccc2)nc(NCc2ccco2)n1 do in these assays?
ST2 inh: inactive

Results for O=C(NC1CCCC1)c1ccc(N2CCC(NC3CCN(Cc4ccccc4)C3)CC2)cc1 (stereo unspecified) ?
ST2 inh: inactive

What do the screens show for `Clc1ccc2nc(-c3ccccn3)c(Nc3ccc4c(c3)OCCO4)n2c1`?
ST2 inh: inconclusive

How did O=C1C2[C@H](C(=O)N1c1cccc(Cl)c1)C1c3ccccc3C2(C(=O)O)c2ccccc21 (stereo partly specified) do in these assays?
ST2 inh: inactive

Results for CC(C)(C)C1CCc2c(sc3c2C(=O)NC(c2ccccc2)N3)C1 (stereo unspecified) ?
ST2 inh: inactive

Results for CCN(Cc1noc(C)n1)C(=O)CCn1c(C)cc2ccccc21 ?
ST2 inh: inconclusive

Results for COc1cc2[nH]c(=O)n(Cc3ccc(C(=O)NCC4CCCO4)cc3)c(=O)c2cc1OC (stereo unspecified) ?
ST2 inh: inactive

How did Cc1c(CNC(=O)C2CC3(CCNCC3)CN2)oc2ccccc12 (stereo unspecified) do in these assays?
ST2 inh: inconclusive

How did CC1C=CCC2C(=O)N(c3ccc(Cl)cc3O)C(=O)C12 (stereo unspecified) do in these assays?
ST2 inh: inactive

What do the screens show for `CN1C(=O)c2cccc3c(Cl)ccc(c23)C1=O`?
ST2 inh: inactive

What do the screens show for `Cc1cccnc1CN(C(=O)CC1C(=O)NCCN1Cc1ccoc1)C(C)C` (stereo unspecified)?
ST2 inh: inactive

What do the screens show for `O=c1[nH]c2ccsc2c(=O)n1-c1ccc(F)cc1`?
ST2 inh: inconclusive

Results for Cc1cc(Cn2ccnc2-c2ccc3c(c2)CC(C)(C)O3)no1 ?
ST2 inh: inactive

What do the screens show for `CC(=O)Nc1cccc(NC(=O)c2ccc([N+](=O)[O-])cc2)c1`?
ST2 inh: inactive

How did Clc1nc(NCc2ccccc2)nc(NCc2ccccc2)n1 do in these assays?
ST2 inh: inactive

Results for C=CC(C)(C)c1c2c(c(O)c3ccc(=O)oc13)C=CC(C)(C)O2 ?
ST2 inh: inconclusive

What do the screens show for `Cc1cc2nc(CNC(=O)c3cnn4c3CCCC4)[nH]c2cc1C`?
ST2 inh: inconclusive

How did CC(C)c1cc(C2CCN(C(=O)Cn3nc4ccccc4n3)CC2)[nH]n1 do in these assays?
ST2 inh: inactive

Results for CCSc1nnc2c(n1)OC(c1cccn1C(C)=O)N(C(C)=O)c1ccccc1-2 (stereo unspecified) ?
ST2 inh: inactive

Results for CCc1nn(-c2ccccc2)c(NC(=O)c2cnccn2)c1C ?
ST2 inh: inconclusive

Results for COc1ccc(NC(=O)c2ccc3c(c2)OCO3)c(OC)c1 ?
ST2 inh: inactive

How did CN(C)CCNC(=O)C1CCN(c2ccc(-c3cccs3)nn2)CC1 do in these assays?
ST2 inh: inconclusive

Results for Cn1c(=O)c2nc3ccccc3nc2n(C)c1=O ?
ST2 inh: inconclusive

How did Cc1cc(C)c(S(=O)(=O)NCc2cccnc2)c(C)c1 do in these assays?
ST2 inh: inconclusive

What do the screens show for `CCn1ccnc1CN(CC1CCN(C2Cc3ccccc3C2)CC1)CC1CCCO1` (stereo unspecified)?
ST2 inh: inactive

How did C/C(=C\CC[C@H](CO)[C@@H]1CC[C@]2(C)C3=C(CC[C@@]12C)[C@@]1(C)CCC(=O)C(C)(C)C1CC3)C(=O)O (stereo partly specified) do in these assays?
ST2 inh: inactive

What do the screens show for `CCOC(=O)O/N=C(N)/C(N)=N\OC(=O)OCC`?
ST2 inh: inactive

What do the screens show for `O=C(c1ccc(NC2=NC3CS(=O)(=O)CC3S2)cc1)N1CCCCC1` (stereo unspecified)?
ST2 inh: inactive

How did CC(C)C(=O)Oc1ccc2c(=O)c(Oc3ccccc3Br)coc2c1 do in these assays?
ST2 inh: inactive

How did COCCn1c(CNC(=O)c2ccccc2OC)nc2cccnc21 do in these assays?
ST2 inh: inactive

How did O=C(Cn1cnc2c(oc3ccccc32)c1=O)Nc1ccc(Br)cc1 do in these assays?
ST2 inh: inactive

Results for COc1ccc(C(=O)OC(C)CN(C)C)cc1 (stereo unspecified) ?
ST2 inh: inconclusive

Results for O=C(Nc1ccc(Cl)cc1)c1cc(S(=O)(=O)NCc2ccco2)ccc1Cl ?
ST2 inh: inactive

How did CCOc1ccc(NC(=O)c2c(NC(=O)CN3CCN(C)CC3)sc3c2CCC3)cc1 do in these assays?
ST2 inh: inconclusive

Results for CCN(CC)C(=O)c1oc2ccc(S(=O)(=O)N3CCOCC3)cc2c1C ?
ST2 inh: inactive

Results for CCOc1ccc(Cn2c(CNS(=O)(=O)c3cnn(C(F)F)c3C)nc3cccnc32)cc1 ?
ST2 inh: inactive

Results for O=C(NC1CCCN(CCc2ccccc2)C1)c1cc(-c2ccsc2)n[nH]1 (stereo unspecified) ?
ST2 inh: inconclusive

How did O=C(CSCc1ccc(Cl)cc1Cl)Nc1c[nH]c(=O)[nH]c1=O do in these assays?
ST2 inh: inconclusive

How did COc1ccc(C2C=C(c3ccccc3)Nc3ncnn32)cc1 (stereo unspecified) do in these assays?
ST2 inh: inconclusive

What do the screens show for `COc1ccc(Br)cc1/C=c1/sc2nc3ccccc3n2c1=O`?
ST2 inh: inactive

Results for CC(=O)c1c(C)cc(C)c(CSc2nnnn2-c2ccccc2)c1C ?
ST2 inh: inconclusive

How did CC(=O)N(C)c1ccc(OCC(O)Cn2c3ccccc3c3ccccc32)cc1 (stereo unspecified) do in these assays?
ST2 inh: inconclusive

Results for N#CCSC1=Nc2ccccc2C2=NC(CCC(=O)NCCc3ccccc3)C(=O)N12 (stereo unspecified) ?
ST2 inh: inactive

What do the screens show for `CC(C(=O)c1ccccc1)C(=O)c1ccccc1`?
ST2 inh: inactive

How did COc1ccc(-c2cc(C[C@H]3CNCC[C@H]3CC(=O)N3CCOCC3)no2)cc1 do in these assays?
ST2 inh: inactive

What do the screens show for `O=C(Nc1ncn[nH]1)c1c(Cl)ccc(Cl)c1Cl`?
ST2 inh: inconclusive

Results for Cc1cc2c(N3CCC4(CC3)CNC(=O)C4)ncnc2s1 ?
ST2 inh: inactive

Results for O=C(Nc1ccc(F)cc1F)c1cc2c(=O)oc3ccccc3c2s1 ?
ST2 inh: inconclusive

The closing 2 compounds of the part above open the next one.
Results for Cc1cc2c(N3CCC4(CC3)CNC(=O)C4)ncnc2s1 ?
ST2 inh: inactive

Results for O=C(Nc1ccc(F)cc1F)c1cc2c(=O)oc3ccccc3c2s1 ?
ST2 inh: inconclusive

Results for OC1(c2ccccc2)CCN(Cc2cnc3c(-c4ccccc4)cnn3c2)CC1 ?
ST2 inh: 33.0%*

Results for O=C(O)c1ccccc1C(=O)c1ccc(Cl)c(Cl)c1 ?
ST2 inh: inactive

How did O=C(N[C@H]1CCCCNC1=O)c1ccc(N2CCC(NCCc3cccs3)CC2)cc1 do in these assays?
ST2 inh: inconclusive

Results for O=C1CSC(c2ccc(Cl)cc2)N1Cc1ccccc1 (stereo unspecified) ?
ST2 inh: inactive

How did CCOC(=O)c1[nH]c(C)c(C(=O)N2CCc3c(ncnc3N(C)C)C2)c1C do in these assays?
ST2 inh: inactive

Results for CN(CCc1ccccc1)[C@@H]1[C@H](O)[C@H](CO)O[C@@H]1CNC(=O)Nc1cccc(Cl)c1 ?
ST2 inh: inactive

Results for Cc1cccc(N=Cc2nc(-c3ccc(Br)cc3)oc2O)n1 ?
ST2 inh: inconclusive

Results for CCC(=O)N1CCc2cc(Br)cc(S(=O)(=O)NCc3ccco3)c21 ?
ST2 inh: inactive

How did Fc1ccc(C2(c3noc(CCc4nc(Cl)n[nH]4)n3)CCOC2)cc1 (stereo unspecified) do in these assays?
ST2 inh: inactive

Results for COCCN1CC(C(=O)NCCC2=CCCCC2)CCC1=O (stereo unspecified) ?
ST2 inh: inconclusive

What do the screens show for `CCNc1ccc(Br)cc1-c1nc2ccccc2n(CC)c1=O`?
ST2 inh: 77.0%*

What do the screens show for `CCCc1ccc(OCC(O)CN2CCOCC2)cc1` (stereo unspecified)?
ST2 inh: inactive

What do the screens show for `CCC(=O)N1c2ccccc2-c2nnc(SC)nc2OC1CC` (stereo unspecified)?
ST2 inh: inactive

Results for C=CCn1cc(CN2CCN(Cc3ccc4c(c3)OCO4)C(=O)C2)c(C)n1 ?
ST2 inh: inactive

How did CCCC(=O)NC1CC(=O)N(c2ccc(OC)cc2)C1 (stereo unspecified) do in these assays?
ST2 inh: inactive

What do the screens show for `Cc1cc(C)c(S(=O)(=O)Nc2ccc3oc(=O)sc3c2)cc1C`?
ST2 inh: inactive

What do the screens show for `Cc1ccc(-c2noc([C@@H]3C[C@H](NC(=O)Nc4ccc(Cl)cc4)CN3C)n2)cc1`?
ST2 inh: inconclusive

How did Cn1c(=O)cc(SCC(=O)NCc2ccco2)c2ccccc21 do in these assays?
ST2 inh: inactive

How did CNC(=O)CN(c1ccccc1OC)S(C)(=O)=O do in these assays?
ST2 inh: inactive

Results for CC(=O)c1ccc(NC(=O)CCCOc2ccc(Cl)cc2)cc1 ?
ST2 inh: inactive

How did O=C(c1cccs1)N1CCN=C1SCc1ccc(Br)cc1 do in these assays?
ST2 inh: inactive

Results for CCC(C)NC(=O)C1(C)CCC(=O)N1CCc1ccccc1 (stereo unspecified) ?
ST2 inh: inactive

What do the screens show for `CCCOc1ccc(C(=O)Nc2ccccc2I)cc1`?
ST2 inh: inactive

What do the screens show for `Cc1cnc(CN(C)C(=O)c2cc(CN3CCC(Cc4ccccc4)CC3)on2)[nH]1`?
ST2 inh: inconclusive

Results for CCOc1cc2c(cc1OCC)C1C(C(=O)N3CCCC(C)C3)c3ccccc3C(=O)N1CC2 (stereo unspecified) ?
ST2 inh: inconclusive

How did O=C1S/C(=C\c2c(NCC3CCCO3)nc3ccccn3c2=O)C(=O)N1Cc1ccccc1 (stereo unspecified) do in these assays?
ST2 inh: inactive

What do the screens show for `CC(C)CCn1c(CN2CCN(C(C)C)CC2)cnc1S(=O)(=O)C(C)C`?
ST2 inh: inactive

Results for CCOc1cc(C2C(C#N)=C(N)Oc3n[nH]c(-c4ccc5c(c4)OCO5)c32)ccc1O (stereo unspecified) ?
ST2 inh: inactive

What do the screens show for `C=CCN1C2=NC(=O)CN2c2ccccc21`?
ST2 inh: inactive

Results for Cn1nc(-c2ccc(Cl)cc2)c2cc(C(=O)N3CCC(N4CCCCC4)CC3)sc21 ?
ST2 inh: inactive

What do the screens show for `CN1C[C@H](O)C[C@H]1c1nc(-c2cccc([N+](=O)[O-])c2)no1`?
ST2 inh: inactive

What do the screens show for `C/C(Cl)=C\CN1C(=O)C(=O)c2cc(C)ccc21`?
ST2 inh: inactive

How did COc1cccc(-c2cc3c(n(Cc4ccccn4)c2=O)CCN(C(=O)c2cc4ccccc4o2)C3)c1 do in these assays?
ST2 inh: inactive

Results for CCOc1ccc(OCC)c(-n2cc(-c3ccc(OCC)c(Cl)c3)[nH]c2=O)c1 ?
ST2 inh: inactive

Results for CCc1ccc(N(CC(=O)Nc2cccc(SC)c2)S(C)(=O)=O)cc1 ?
ST2 inh: inconclusive

How did N#Cc1c(N2C(=O)CC(Sc3ncccc3C(=O)O)C2=O)sc2c1CCCC2 (stereo unspecified) do in these assays?
ST2 inh: inconclusive

How did CCOc1ccc(-n2c(SCC(=O)NCC3CCCO3)nc3c(c2=O)SCC3)cc1 (stereo unspecified) do in these assays?
ST2 inh: inactive

How did CCc1nc(N)sc1C(=O)NCc1n[nH]c2c1CCCCC2 do in these assays?
ST2 inh: inactive

How did Cc1c(Cl)c(C)c([N+](=O)[O-])c(O)c1C=Nc1cccc(O)c1 do in these assays?
ST2 inh: inactive

Results for COCC1(C(=O)N2CCCN(CC3CC3)C(C(C)C)C2)CCC1 (stereo unspecified) ?
ST2 inh: inactive

How did Cc1nc2ccccc2c(=O)n1Cc1cccnc1 do in these assays?
ST2 inh: inconclusive

Compounds listed so far containing an NH in an aromatic ring, in the order listed:
Results for COc1cc2[nH]c(=O)n(Cc3ccc(C(=O)NCC4CCCO4)cc3)c(=O)c2cc1OC (stereo unspecified) ?
ST2 inh: inactive

What do the screens show for `O=c1[nH]c2ccsc2c(=O)n1-c1ccc(F)cc1`?
ST2 inh: inconclusive

What do the screens show for `Cc1cc2nc(CNC(=O)c3cnn4c3CCCC4)[nH]c2cc1C`?
ST2 inh: inconclusive

How did CC(C)c1cc(C2CCN(C(=O)Cn3nc4ccccc4n3)CC2)[nH]n1 do in these assays?
ST2 inh: inactive

Results for O=C(NC1CCCN(CCc2ccccc2)C1)c1cc(-c2ccsc2)n[nH]1 (stereo unspecified) ?
ST2 inh: inconclusive

How did O=C(CSCc1ccc(Cl)cc1Cl)Nc1c[nH]c(=O)[nH]c1=O do in these assays?
ST2 inh: inconclusive

What do the screens show for `O=C(Nc1ncn[nH]1)c1c(Cl)ccc(Cl)c1Cl`?
ST2 inh: inconclusive

How did CCOC(=O)c1[nH]c(C)c(C(=O)N2CCc3c(ncnc3N(C)C)C2)c1C do in these assays?
ST2 inh: inactive

How did Fc1ccc(C2(c3noc(CCc4nc(Cl)n[nH]4)n3)CCOC2)cc1 (stereo unspecified) do in these assays?
ST2 inh: inactive

What do the screens show for `Cc1cnc(CN(C)C(=O)c2cc(CN3CCC(Cc4ccccc4)CC3)on2)[nH]1`?
ST2 inh: inconclusive

Results for CCOc1cc(C2C(C#N)=C(N)Oc3n[nH]c(-c4ccc5c(c4)OCO5)c32)ccc1O (stereo unspecified) ?
ST2 inh: inactive

Results for CCOc1ccc(OCC)c(-n2cc(-c3ccc(OCC)c(Cl)c3)[nH]c2=O)c1 ?
ST2 inh: inactive

How did CCc1nc(N)sc1C(=O)NCc1n[nH]c2c1CCCCC2 do in these assays?
ST2 inh: inactive
